HTRA1 inh: HTRA1 serine protease inhibitors, primary screen, biochemical, fluorescence polarization, HTS. inhibition, % at 5.96 µM. Q92743. actives 0.5% (n = 340,000). recombinant HTRA1, FP-rhodamine activity-based probe. AID 504803, 2011; in the data active = inhibition above about 36%;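 note: 0% = enzyme with DMSO and 100% = wells lacking enzyme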
SMARCA2 act: SMARCA2 (BRM) function activators, primary screen, cell-based, luminescence, high throughput. MG213 cells, MMTV-luciferase reporter, dexamethasone, overnight. activation, % at 9.1 µM. actives 1% (n = 370,000). AID 652017, 2013; in the data active = activation above about 7.8%;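 note: 0% = vehicle wells and 100% = reference activator wells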
ARFGAP1 inhibitor: inhibitors of rat ARFGAP1 GAP activity, primary screen, biochemical, fluorescence polarization, GDP tracer; ADP-ribosylation factor GTPase-activating protein 1 (Rattus norvegicus), Q62848; Arfgap1-stimulated ARF1 GTP hydrolysis, GDP FP detection; inhibition, % at 16.5 µM; actives 0.26% (n = 360,000);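 active = inhibition above a per-plate limit, mean inhibition of low control wells plus 3 SD, cut at about 25% in these data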;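 note: 0% = DMSO wells with enzyme and 100% = wells lacking Arfgap1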
Target sequence (Q62848 1-136 limits assumed): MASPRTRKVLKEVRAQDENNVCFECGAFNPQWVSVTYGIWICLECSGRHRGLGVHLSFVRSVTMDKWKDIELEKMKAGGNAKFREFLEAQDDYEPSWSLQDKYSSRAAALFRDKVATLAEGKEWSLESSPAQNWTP
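Material: truncated rat Arfgap1 GAP domain; Incubation: compound-enzyme preincubation 20 min, reaction 120 min, detection 60 min, 25 °C; Read-out: percent inhibition of Arfgap1-stimulated GTP hydrolysis; Technique: FP, GDP Alexa 633 tracer displaced from anti-GDP antibody, 620/688 nm; Controls: No-Arfgap1 wells (100%) versus DMSO full-reaction wells (0%); Replication: single well per compound.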
rCAG RNA binder: binders of r(CAG) RNA repeats, primary screen, biochemical, fluorescence; inhibition, % at 3 µM; r(CAG) RNA repeat, TO-PRO-1 dye displacement fluorescence; actives 1.3% (n = 370,000);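 active = inhibition above the plate cutoff, the mean of all test compounds on that plate plus 3 SD, cut at about 35% in these data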;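 note: 0% = DMSO alone and 100% = 100 µM mitoxantrone as full dye displacement; higher means more dye released from RNA so lower well fluorescence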
GC-A act: GC-A stimulated cGMP production enhancers – HEK293 GC-A cells, cGMP TR-FRET, EC30 ANP, primary screen. 0% at EC30 ANP, 100% saturating ANP. AID 1671463, 2021. activation, % at 10 µM. actives 0.14% (n = 370,000); in the data active = activation above about 40%
NPR2 activator: human GC-B receptor activators, primary screen, HEK293 GC-B cells, cGMP TR-FRET, EC30 CNP; Atrial natriuretic peptide receptor 2 (Homo sapiens), P20594; actives 0.11% (n = 370,000); 0% at EC30 CNP, 100% saturating CNP; activation, % at 10 µM; AID 1920062, 2024;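 active = activation at 10 µM reaching about 35% in either raw or pattern-adjusted values, limit read from the data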
PG9 binder: binders of HIV-1 gp120 antibody PG9, primary screen, biochemical, TR-FRET | TR-FRET gp120-PG9 antibody binding | inhibition, % at 6.7 µM | actives 0.43% (n = 360,000); in the data active = inhibition above about 8.5%
ASAP1 inh: inhibitors of human ASAP1 ArfGAP activity, primary screen, biochemical, fluorescence polarization | inhibition, % at 16.5 µM | Arf-GAP with SH3 domain, ANK repeat and PH domain-containing protein 1 (Homo sapiens), … | actives 0.19% (n = 360,000) | ASAP1-stimulated ARF1 GTP hydrolysis, GDP FP detection | AID 624377, 2012; in the data active = inhibition above about 25%;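 note: 0% = vehicle with enzyme and substrate and 100% = no enzyme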
Target sequence (Q9ULH1 325-724 limits assumed): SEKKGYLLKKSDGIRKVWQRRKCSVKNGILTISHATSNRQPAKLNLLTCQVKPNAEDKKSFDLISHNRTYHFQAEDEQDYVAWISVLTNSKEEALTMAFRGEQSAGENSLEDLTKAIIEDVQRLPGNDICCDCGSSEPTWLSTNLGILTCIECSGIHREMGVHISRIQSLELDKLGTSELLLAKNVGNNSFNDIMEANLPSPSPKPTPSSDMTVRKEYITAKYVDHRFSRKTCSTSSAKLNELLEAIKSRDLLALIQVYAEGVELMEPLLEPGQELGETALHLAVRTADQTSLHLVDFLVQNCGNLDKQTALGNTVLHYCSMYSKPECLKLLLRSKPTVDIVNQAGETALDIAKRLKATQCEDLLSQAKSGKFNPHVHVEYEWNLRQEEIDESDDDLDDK
Rev-erbA mod: modulators of Rev-erb alpha DNA binding, primary screen, biochemical, FITC-DNA, fluorescence polarization, uHTS; Nuclear receptor subfamily 1 group D member 1 (Homo sapiens), P20393; Rev-erbα–FITC-DNA binding, 90 min; activity, % at 10 µM; actives 0.79% (n = 370,000); AID 1259318, 2017;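 active = activity above about 14%, limit read from the data; passing the limit was not always enough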;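 note: 0% = DMSO wells with 35 nM protein and 100% = DMSO wells with 750 nM protein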
ABHD4 inh: ABHD4 inhibitors, primary screen, biochemical, fluorescence polarization, mouse | purified mABHD4, FP-Rh probe fluorescence polarization | inhibition, % at 8.92 µM | actives 0.54% (n = 370,000);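 active = inhibition exceeding the mean over every tested compound plus 3 SD, cut at about 30% in these data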;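 note: 0% = plate median of compound wells and 100% = S159A mutant with DMSO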
Target sequence (Q8VD66 whole entry, looked up): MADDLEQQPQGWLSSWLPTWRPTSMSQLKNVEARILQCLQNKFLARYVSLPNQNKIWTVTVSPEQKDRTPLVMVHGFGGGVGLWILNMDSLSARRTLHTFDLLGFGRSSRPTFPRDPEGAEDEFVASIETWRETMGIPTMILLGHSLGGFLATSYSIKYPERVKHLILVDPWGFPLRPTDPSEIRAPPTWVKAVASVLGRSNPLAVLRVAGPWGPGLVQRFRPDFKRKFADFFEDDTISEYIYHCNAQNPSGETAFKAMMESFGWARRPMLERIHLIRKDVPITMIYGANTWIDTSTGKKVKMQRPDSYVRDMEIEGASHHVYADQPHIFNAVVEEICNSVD
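Doses – 8.92 µM, single dose · Material – wild-type mouse ABHD4 protein · Replication – single well per compound (singlicate) · Measure – percent inhibition of probe binding, normalized to plate controls · Schedule – 45 min compound pre-incubation plus 60 min probe step, 25 °C · Detection – fluorescence polarization with parallel and perpendicular emission, 525/598 nm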
* hit, by the source's call; nt = not tested or not shown. Compounds as they come; overall some 4.4% were active at least once.

item	structure	HTRA1 inh	SMARCA2 act	ARFGAP1 inhibitor	rCAG RNA binder	GC-A act	NPR2 activator	PG9 binder	ASAP1 inh	Rev-erbA mod	ABHD4 inh
1	CCCCn1c(NC(=O)C2CCCCC2)nc2ccccc21	5	-2	1	-4	5	0	-1.0	12	-2	5
2	COc1cccc(N2CCN(C3CCCC(C)C3)CC2)c1 (stereo unspecified)	1	nt	nt	nt	-4	2	nt	nt	-1	nt
3	C=C1CCN([C@@H](C)C(=O)NCc2cc(OC)c(OC)c(OC)c2)S(=O)(=O)c2ccccc21	-1	0	-4	-4	-1	-3	-1.3	7	-1	-4
4	CC(C)Cc1ccc(C(C)C(=O)Nc2nccs2)cc1 (stereo unspecified)	-5	-3	0	-4	-3	1	0.9	9	0	0
5	CCOc1cc([C@H]2[C@@H]3CCCC[C@]3(O)CCN2CC(=O)NCc2ccco2)ccc1O	0	-1	-3	5	1	-1	-0.1	9	8	-3
6	CC(C(=O)NCc1ccccc1Cl)n1cc([N+](=O)[O-])cn1 (stereo unspecified)	6	0	-4	-4	2	-3	1.8	13	9	1
7	CC1CCCCN1C(=O)C(=O)c1cn(CC(=O)N2CCCC2)c2ccccc12 (stereo unspecified)	3	-2	4	-3	5	5	-1.8	9	-2	0
8	O=C(Nc1ccccc1Cl)c1csc(-c2cccnc2)n1	-18	1	-2	-1	2	-3	-0.5	8	-2	-1
9	COc1ccc(-c2nn(-c3ccccc3)cc2C(=O)NC2CC2)cc1	-7	-1	-1	-1	-3	1	0.6	4	-2	-7
10	O=C(Nc1ccc(F)cc1)c1cccc2ccccc12	-12	-2	-9	-1	0	-9	-0.6	-7	5	-7
11	CC(=O)c1cccc(S(=O)(=O)Nc2c(C)nn(C)c2C)c1	1	-2	-8	3	1	-2	-1.7	-3	11	-5
12	Cc1cc(C)n(C(=O)CNC(=O)Cc2ccccc2)n1	5	-2	-5	-1	0	3	1.9	-15	4	-3
13	COc1cc2c(cc1OC)-c1cc(Nc3ccc(N(C)C)cc3)nc(=O)n1CC2	8	7.8*	1	7	16	18	-17	-3	-29	-1
14	COc1ccc(CN(C(=O)c2snc(C(N)=O)c2N)C(C(=O)NC(C)(C)C)c2ccco2)cc1 (stereo unspecified)	-5	nt	nt	nt	-6	-8	nt	nt	13	nt
15	COC(=O)c1sccc1NC(=O)Nc1ccccc1F	6	-2	2	3	-1	3	-0.4	1	3	-7
16	COc1ccc(Cl)cc1NC(=O)C1(c2cccs2)CCOCC1	-11	-3	-6	-2	-51	-23	-0.2	-3	8	-10
17	Cc1ccc(S(=O)(=O)Nc2ccccn2)cc1[N+](=O)[O-]	nt	0	0	-3	2	-2	-2.2	1	-4	-8
18	Fc1cccc2ncnc(OCc3ccccc3)c12	8	-1	8	1	4	-4	0.4	4	0	12
19	COc1ccc(/C(C)=N/N2C(C)CCCC2C)c(OC)c1 (stereo unspecified)	15	1	-4	-12	0	3	0.0	6	2	-3
20	Cc1ccc(S(=O)(=O)N2CCNC(=O)C2)c(C)c1	-4	-1	-1	-7	2	5	-0.8	-2	2	-6
21	O=C(N/N=C/c1ccc(O)cc1)NC12CC3CC(CC(C3)C1)C2	-10	-1	2	2	6	3	0.6	8	-1	-17
22	O=C(CCCO)N/N=C/c1ccccc1[N+](=O)[O-]	4	-3	16	4	1	0	-0.5	-2	-1	2
23	CCOC(=O)C(NC(=O)CC)(Nc1sc(C)c(CC)c1C#N)C(F)(F)F (stereo unspecified)	6	-1	13	-3	-2	-1	-0.6	-3	1	-2
24	COc1cc2c(cc1NC(=O)COC(=O)C(CCSC)NC(=O)c1ccccc1Cl)oc1ccccc12 (stereo unspecified)	-5	0	3	8	-2	2	-1.9	8	-6	-9
25	CC(C)c1ccccc1NC(=O)c1cnccn1	5	-1	7	0	2	3	1.8	-5	1	12
26	COCCOC(=O)C1=C(C)NC(=O)NC1c1c(Cl)nc2ccccn2c1=O (stereo unspecified)	-6	-2	8	-5	1	1	0.5	5	-1	8
27	CCN(CC(=O)NC1CCS(=O)(=O)C1)S(=O)(=O)c1ccc(F)cc1 (stereo unspecified)	-4	3	5	0	2	-3	0.7	-3	0	2
28	OC(c1ccccc1)c1nccc2ccccc12 (stereo unspecified)	0	-1	3	1	1	-1	-0.3	-7	-6	-2
29	COc1ccc(CCNC(=O)c2ccc(N3CCCC3=O)cc2)cc1	2	-3	6	-3	-1	-2	-1.5	5	-4	-2
30	CC(=O)c1ccc(NC(=O)CN2CCN(c3ncccn3)CC2)cc1	9	-5	16	-1	-2	3	-1.1	-9	-1	15
31	CCOC(=O)C1=C(C)N(CC)C(=S)NC1c1ccccc1OC(F)F (stereo unspecified)	3	1	4	-3	8	15	-1.8	9	1	-3
32	CN(Cc1ccccc1)Cc1c(O)ccc2ccccc12	1	-3	9	0	0	-2	-3.8	8	-7	9
33	COC(=O)C1=C(C)N(Cc2ccc(Cl)cc2)C(=S)NC1c1ccc(Br)cc1 (stereo unspecified)	nt	-4	4	6	-16	-18	-1.0	13	2	-10
34	O=c1cc(CSc2nnc(C3CC3)n2Cc2ccccc2)nc2sccn12	-8	4	-1	-3	2	-2	-2.1	11	0	3
35	O=C(Nn1c(-c2ccccc2)nc2ccccc2c1=O)c1ccc([N+](=O)[O-])cc1	1	-1	-10	1	1	-4	-2.3	3	5	-2
36	CCOC(=O)C1(C(=O)OCC)COC(=O)C2(CC)OC21 (stereo unspecified)	5	-1	-7	1	8	-1	-0.8	-21	4	-3
37	CN(c1ccccc1)S(=O)(=O)c1cc(C(=O)Nc2ccccc2N2CCOCC2)ccc1Cl	-9	-2	12	4	3	3	0.7	-7	6	3
38	Cc1cccc(C)c1NC(=O)CNC(=O)C1COc2ccccc2O1 (stereo unspecified)	7	-1	-6	2	3	0	-2.5	-2	-3	-1
39	COc1ccc(/C(C)=C2/SC(=S)N(CCC(=O)O)C2=O)cc1	-5	-4	12	11	1	0	-2.3	4	-1	-3
40	CCc1ccc(-c2nc(SCC(=O)N(CCOC)c3c(N)n(Cc4ccccc4)c(=O)[nH]c3=O)n[nH]2)cc1	7	1	-10	-4	-4	-4	0.9	-4	-3	-11
41	CC(=O)C1=C(O)C(=O)N(c2ccccn2)C1c1cccc(F)c1 (stereo unspecified)	4	0	13	-1	-1	-4	1.9	2	1	12
42	CCOc1cccc(/C=N\NC(=O)Cc2cccs2)c1O	nt	-4	nt	6	0	-5	nt	nt	-2	2
43	CCOc1ccccc1C(=O)Nc1nn[nH]n1	3	1	0	0	-3	-2	0.2	-3	-8	-6
44	Cc1ccc(CN2CC(C(=O)NC3CCCC(C)C3C)CC2=O)cc1 (stereo unspecified)	-5	-3	-7	-3	-2	2	-1.6	-9	0	-7
45	CCC1CCC(C(=O)NNC(=O)c2cc(-c3ccco3)[nH]n2)CC1 (stereo unspecified)	0	-5	-15	46*	0	-7	0.6	9	1	8
46	O=c1[nH]nc(Cc2ccc([N+](=O)[O-])cc2)c2ccccc12	1	-3	8	0	-4	5	0.3	-5	3	2
47	CCn1c(C)c(C)c2cc(C(=O)NCCCN3CCCC3)ccc21	7	-1	7	2	7	5	-0.6	6	8	-21
48	O=C(NCc1ccc2c(c1)OCO2)c1ccc(CSCc2ccccc2Cl)o1	-36	1	-3	1	-3	5	-1.3	-7	9	-16
49	Cn1c(N/N=C2\CCCc3ccccc32)nc2c1c(=O)n(Cc1ccccc1)c(=O)n2C	0	-1	-1	2	12	21	0.0	1	-12	5
50	COC(=O)[C@@H](NC(=O)Nc1ccc2c(c1)OCCO2)C(C)C	4	-1	-9	3	-3	3	0.6	-14	1	6

Reformatted: results already given
[44] Cc1ccc(CN2CC(C(=O)NC3CCCC(C)C3C)CC2=O)cc1 (stereo unspecified)
[45] CCC1CCC(C(=O)NNC(=O)c2cc(-c3ccco3)[nH]n2)CC1 (stereo unspecified)
screen / no.	44	45
HTRA1 inh	-5	0
SMARCA2 act	-3	-5
ARFGAP1 inhibitor	-7	-15
rCAG RNA binder	-3	46*
GC-A act	-2	0
NPR2 activator	2	-7
PG9 binder	-1.6	0.6
ASAP1 inh	-9	9
Rev-erbA mod	0	1
ABHD4 inh	-7	8

Later entries
item	structure	HTRA1 inh	SMARCA2 act	ARFGAP1 inhibitor	rCAG RNA binder	GC-A act	NPR2 activator	PG9 binder	ASAP1 inh	Rev-erbA mod	ABHD4 inh
51	COc1ccccc1N1CCN(/N=C\c2sccc2C)CC1	1	3	-8	-6	4	7	-5.2	8	3	3
52	O=C(O)CCCc1nc(-c2ccc(Cl)cc2)no1	0	-7	2	1	12	-4	2.1	-7	5	3
53	CC(=O)Oc1ccccc1N(C(C)=O)S(=O)(=O)c1ccc2ccccc2c1	1	2	-9	-3	3	-1	0.2	-5	7	1
54	O=C(NCCc1ccccc1)c1ccc(CS(=O)(=O)Cc2ccccc2F)o1	-4	3	-2	2	2	7	1.6	-3	0	-2
55	CCCCCCCCN1C(=O)[C@@H](CC(=O)NCc2cccc3ccccc23)C[C@@]2(C(=O)OC)C1=C[C@H](COCc1ccccc1)O[C@@H]2C	nt	-4	nt	7	0	6	nt	nt	0	-14
56	Cc1ccc(C(c2sc3nc(C)nn3c2O)N2CCN(c3ccc(F)cc3)CC2)cc1 (stereo unspecified)	3	0	-5	-7	-4	3	-0.3	-6	-4	-12
57	O=S(=O)(NCc1cc(-c2ccc(Cl)cc2)no1)c1ccccc1	-15	-4	9	3	9	-4	-0.7	-1	5	0
58	O=C(NCc1ccccc1)c1nnc(CS(=O)(=O)c2ccccc2)o1	-9	-2	-10	6	0	-2	0.8	-8	-2	-4
59	COc1ccc(CN(CCC(C)C)S(=O)(=O)c2ccccc2Br)cc1	-23	-3	-3	4	-4	-2	-0.8	0	3	-7
60	COC(=O)[C@@H](Cc1ccccc1)NC(=O)NCCc1c[nH]c2ccccc12	2	-2	3	-1	1	0	-0.7	2	-4	-3
61	COc1ccc(C(O)c2ncc(-c3cccc(C(F)(F)F)c3)[nH]2)cc1 (stereo unspecified)	nt	-2	16	2	0	-3	-1.6	-5	2	-4
62	CSCC[C@H](NS(=O)(=O)c1ccc(C(C)=O)cc1)c1nnc2ccccn12	1	-2	11	8	3	0	1.6	-17	2	-1
63	Cc1nc(NCc2ccccc2)[nH]c(=O)c1CCC(C)C	-3	-5	8	-3	1	6	-1.1	6	2	1
64	CC1=C(C(=O)Nc2cc(C(=O)N3CCN(c4cccc(C)c4C)CC3)ccc2C)SCCO1	-27	-1	12	-8	-2	5	-2.1	-4	2	6
65	COc1ccc2c(c1)c1ncn(Cc3ccc(F)cc3)c(=O)c1n2C	nt	-7	-6	1	7	5	-0.7	-18	2	0
